STK33 inh = inhibitors of human STK33 kinase | Q9BYT3 | purified STK33, MBP phosphorylation, ADP-Glo luminescence | inhibition, % at 10 µM | 320,000 tested, 0.073% active | AID 2661;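 active means inhibition at or above 25%, using the most active replicate where run in duplicate; inactive means inhibition below 25%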
Target sequence (Q9BYT3 whole entry, looked up): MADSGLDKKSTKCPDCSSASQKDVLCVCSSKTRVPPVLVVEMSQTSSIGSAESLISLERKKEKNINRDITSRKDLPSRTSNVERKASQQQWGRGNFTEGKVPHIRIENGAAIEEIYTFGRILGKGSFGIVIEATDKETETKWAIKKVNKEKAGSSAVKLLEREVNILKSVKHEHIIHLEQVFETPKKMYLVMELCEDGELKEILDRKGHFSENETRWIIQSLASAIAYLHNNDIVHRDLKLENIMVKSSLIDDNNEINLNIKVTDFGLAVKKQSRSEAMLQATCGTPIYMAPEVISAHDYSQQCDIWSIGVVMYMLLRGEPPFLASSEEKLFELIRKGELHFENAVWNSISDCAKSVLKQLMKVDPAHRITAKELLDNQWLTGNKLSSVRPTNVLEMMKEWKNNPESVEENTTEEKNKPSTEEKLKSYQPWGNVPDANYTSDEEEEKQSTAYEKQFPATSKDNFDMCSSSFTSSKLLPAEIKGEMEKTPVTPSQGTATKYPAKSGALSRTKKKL
OX1R antag = antagonists of human orexin 1 receptor (OX1R) | O43613 | OX1R-expressing cells, FRET antagonist read-out | inhibition, % at 6.6 µM | 330,000 tested, 1.8% active; in the data active means inhibition mostly above about 38%, no sharp cut-off; inactive means mostly below about 40%;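 further: 0% = agonist challenge alone and 100% = reference antagonist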
Target sequence (O43613 whole entry, looked up): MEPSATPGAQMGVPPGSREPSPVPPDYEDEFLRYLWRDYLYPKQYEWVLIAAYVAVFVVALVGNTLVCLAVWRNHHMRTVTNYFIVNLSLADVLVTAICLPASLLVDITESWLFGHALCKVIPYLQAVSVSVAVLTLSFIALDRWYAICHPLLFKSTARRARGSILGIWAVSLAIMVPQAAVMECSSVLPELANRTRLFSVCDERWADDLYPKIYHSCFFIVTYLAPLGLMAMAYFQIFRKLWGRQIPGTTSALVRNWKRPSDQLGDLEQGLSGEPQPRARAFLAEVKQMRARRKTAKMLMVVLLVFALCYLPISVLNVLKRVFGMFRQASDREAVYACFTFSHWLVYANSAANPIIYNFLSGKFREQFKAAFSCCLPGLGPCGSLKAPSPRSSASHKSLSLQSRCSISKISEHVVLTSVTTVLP
Numbers without * were called inactive; . = not tested or not shown.

SMILES	STK33 inh	OX1R antag
CCCNC(=O)N1CCC(Cc2ccccc2)CC1	-0.9	24
C/C(=N\NC(=O)c1ccc(F)cc1)c1cccc(NC(=O)c2cccc(F)c2)c1	-1.5	4
COc1ccc(-c2noc(CCCC(=O)N3CCN(c4cc(C)ccc4C)CC3)n2)cc1	.	24
CCCCN(C)CCC(=O)Nc1ccc(C)cc1	0.0	9
O=C(NCCc1cccnc1)c1cc(COc2ccc(F)cc2Cl)on1	0.7	18
O=C(Cc1ccccc1)Nc1ccc(S(=O)(=O)N2CCOCC2)cc1	-1.4	23
O=C(NCCc1cccc(Cl)c1)c1cc([N+](=O)[O-])ccc1Cl	-0.6	33
C/C(=N\O)C(=O)NCCCNCCCN(C)C	-1.2	1
O=C(Cc1csc(NC(=O)Nc2ccc(Cl)cc2)n1)NCc1ccccn1	-1.8	6
NC(=O)c1cccc(-c2cccc(OC(=O)NC3CCCCC3)c2)c1	-0.9	21
COc1ccc(C(C)=O)cc1COC(=O)c1ccc(OCc2c(C)noc2C)cc1	-0.8	21
CC(C)(C)c1cc(C(=O)NNC(=O)Nc2ccccc2)n(Cc2ccccc2)n1	-2.4	10
Cc1ccc(/C=C/C(=O)c2ccc(O)cc2)cc1	13	3
CCC(=O)N1CCc2cc(S(=O)(=O)CCC(=O)N3CCc4ccccc4C3)ccc21	0.3	14
Cc1csc(SCC(=O)Nc2c(C)n(C)n(-c3ccccc3)c2=O)n1	-2.2	33
O=C(N/N=C/c1ccccc1O)/C(=C/c1ccccc1)CCO	-1.0	12
OCCCc1nc2n(n1)C(c1ccccc1)C=C(c1ccc(F)cc1)N2 (stereo unspecified)	-3.2	9
CCOc1ccc(NC(=O)CSc2nncn2C)cc1	0.6	-10
O=C(NCc1ccccc1)c1cccc(COc2cc(Cl)ccc2Cl)c1	-2.2	48
COc1ccccc1CN1CCN(Cc2nc(-c3ccccc3)no2)CC1	-1.8	6

Compound profiles, from the list above. Screens in order: STK33 inh, OX1R antag
Cc1csc(SCC(=O)Nc2c(C)n(C)n(-c3ccccc3)c2=O)n1 is listed as -2.2, 33
CCOc1ccc(NC(=O)CSc2nncn2C)cc1 is listed as 0.6, -10
O=C(N/N=C/c1ccccc1O)/C(=C/c1ccccc1)CCO is listed as -1.0, 12
CCC(=O)N1CCc2cc(S(=O)(=O)CCC(=O)N3CCc4ccccc4C3)ccc21 is listed as 0.3, 14
CC(C)(C)c1cc(C(=O)NNC(=O)Nc2ccccc2)n(Cc2ccccc2)n1 is listed as -2.4, 10

Additional compounds.
SMILES	STK33 inh	OX1R antag
CCOC(=O)C1CCN(C(=O)CN(c2cccc(OC)c2)S(=O)(=O)c2ccccc2)CC1	-0.9	20
C[C@@H](CN1CCC[C@H]1CN1C(N)=NC[C@@H]1Cc1ccccc1)N1C[C@@H](Cc2ccccc2)N(CCCC2CCCC2)C1=N	4.1	11
S=C(NCCCN1CCOCC1)Nc1ccc(Cl)cc1Cl	-2.5	1
COC(=O)c1c(-c2cccc(C)c2)csc1N	-1.4	26
Cc1ccccc1NC(=O)Cc1nc(COC(=O)c2ccc(NC(N)=O)cc2)cs1	-0.8	14
COc1ccc(OCC(=O)Nc2ccc(C(=O)Nc3ccccc3C(=O)O)cc2)cc1	-1.6	10
CCOC1Cc2ccccc2N(C(N)=O)c2ccccc21 (stereo unspecified)	-0.1	5
CCCCN(C)C1CCN(C(=S)Nc2ccc(OC)cc2)CC1	-3.3	12
COC(=O)c1[nH]c2cccc(OC)c2c1NC(=O)CCN1CCC(C)CC1	-0.6	10
O=C(CSc1nc2ncccc2[nH]1)c1ccc2c(c1)OCO2	-4.9	7

Shown with values under each structure: three of the compounds above.
Value order: STK33 inh	OX1R antag
- C[C@@H](CN1CCC[C@H]1CN1C(N)=NC[C@@H]1Cc1ccccc1)N1C[C@@H](Cc2ccccc2)N(CCCC2CCCC2)C1=N
  4.1	11
- S=C(NCCCN1CCOCC1)Nc1ccc(Cl)cc1Cl
  -2.5	1
- COC(=O)c1c(-c2cccc(C)c2)csc1N
  -1.4	26

Continuation:
SMILES	STK33 inh	OX1R antag
CCOP(=O)(Cc1ccc(C(C)(C)CC(C)=O)o1)OCC	-1.1	8
COC(=O)CNC(=O)CSc1nnc(-c2ccc(OC)cc2)n1CC(C)C	-0.9	12
COc1ccccc1C(CNc1ccc(S(=O)(=O)N2CCCC2)cc1[N+](=O)[O-])N(C)C (stereo unspecified)	-2.3	28
Cc1cccc(-n2c(C)cc(C(=O)NC3CCCCC3)c2C)c1	-0.7	13
CCc1nonc1NC(=O)COc1cc(C)c(Cl)c(C)c1	-0.8	27
CCCCn1c(CNC(=O)CC)nc2ccccc21	0.9	5
CCc1nnc2c(N(C)S(=O)(=O)c3ccc(C)cc3)nc3ccccc3n12	-1.3	7
COCCN(Cc1ccccc1)C(=O)C1CCN(S(=O)(=O)c2ccc3c(c2)OCCO3)CC1	-0.3	2
C=C1CCN([C@@H](CC(C)C)C(=O)NCc2ccc(Cl)c(Cl)c2)S(=O)(=O)c2ccccc21	2.5	33
COC(=O)c1cc(S(=O)(=O)N2CCC(C(N)=O)CC2)oc1C	-1.8	7
O=C(Nc1ccc(F)cc1F)c1cc2ccccc2oc1=O	-0.8	4
COc1ccc([N+](=O)[O-])cc1N(CC(O)CN1CCCC1)S(=O)(=O)c1ccc(C)cc1 (stereo unspecified)	0.4	11
CC(C)(C)C(=O)[C@@H]1[C@@H]2C(=O)N(C3CCCCC3)C(=O)[C@@H]2[C@H]2c3ccccc3C=CN12	2.5	14
O=C1C(Cl)=C(N2CCCCC2)C(=O)N1c1ccccc1	-0.8	9
Cc1ccc(S(=O)(=O)N2CCC(C(=O)OC(C)C(=O)NC3CCCCC3C)CC2)cc1C (stereo unspecified)	-0.4	8
COc1cc(NC(=O)C2CCCO2)c(OC)cc1Cl (stereo unspecified)	-0.4	18
CCOC(=O)N1CCN(c2cc(=O)n(-c3ccccc3C)c(=O)[nH]2)CC1	-0.1	9
CC(C)c1ccc(C2(C)NC(=O)N(CC(=O)N3CCN(C(=O)c4cccs4)CC3)C2=O)cc1 (stereo unspecified)	-0.4	7
O=C(c1ccc2ccccc2c1)N1CCN(c2ccccc2)CC1	-0.8	18
Cc1ccccc1OCCC(=O)OCC(=O)N1c2ccccc2NC(=O)C1(C)C	-0.9	17
CNc1ncc(C(=O)c2ccc(F)cc2)s1	-0.5	31
CCOc1ccc(C(C(=O)NC(C)(C)C)N(CCOC)C(=O)CCC(=O)Nc2ccccn2)cc1 (stereo unspecified)	-0.6	11
CCCN(CC(=O)Nc1ccccc1OC)C(=O)Cn1[nH]c(=O)c2ccccc2c1=O	0.2	7
Cc1c(C(=O)C(=O)N2CCN(Cc3ccc4c(c3)OCO4)CC2)c2ccccc2n1C	0.7	24
COc1ccc(C(=O)NC(=O)Nc2ncccc2C)cc1	1.0	11
N=c1n(Cc2ccc(Cl)cc2)c2ccccc2n1CC(O)c1ccco1 (stereo unspecified)	-0.8	5
O=C(NCc1ccncc1)c1ccccc1Nc1ccc(SC(F)F)cc1	-4.8	21
O=C(N/N=C/c1cccs1)[C@H]1C[C@@H]1c1ccccc1	-1.5	12
O=C(CSc1nc2c(sc3ccccc32)c(=O)n1CCCN1CCOCC1)NCC1CCCO1 (stereo unspecified)	.	33
O=S(=O)(NCC1CCCO1)c1cc(Cl)ccc1Br (stereo unspecified)	-2.5	11
Cc1ccc(NC(=O)COC(=O)C2C3CC4OC(=O)C2C4C3)cc1 (stereo unspecified)	0.4	8
C=CCNC(=O)C1CC(=O)N(c2ccc(Br)cc2)C1 (stereo unspecified)	-1.6	10
O=C(NCCN1CCOCC1)c1cccc(Br)c1	2.3	1
CC1CN(S(=O)(=O)c2ccccc2)CN1C(=O)N1CCOCC1 (stereo unspecified)	0.1	5
Cn1cnc2c1c(=O)n(Cc1ccccc1)c(=O)n2C	-0.6	3
Cc1ccc2oc(C(=O)N(C)Cc3cnccn3)c(C)c2c1	0.9	20
N=C1/C(=C/c2ccc(OCc3ccccc3)cc2)C(=O)N=C2SC(CC(=O)N3CCOCC3)=NN12	-1.4	18
COc1ccc(CCNC(=O)c2ccc3c(c2)N(Cc2ccccc2)CCS3)cc1OC	-1.0	57*
CC(C)(C)NC(=O)C(=O)NNC(=O)C12CC3CC(CC(C3)C1)C2	-0.8	26
CC(C)(C)OC(=O)N1CCC[C@H]1c1nnc(SCc2ccccc2Cl)o1	-0.9	14
Cc1cc2ccccn2c1C(=O)c1nc(NCc2ccco2)ncc1Cl	0.5	37
CO/N=C\CC(=O)Nc1ccc(Cl)c(Cl)c1	-2.0	6
CCOC(=O)c1ccccc1NC(=O)COC(=O)c1c(CC)noc1C	0.7	12
CCN(CC)C(CNC(=O)CSc1nnnn1-c1ccc(C)c(C)c1)c1ccco1 (stereo unspecified)	0.0	0
CCOc1cc(NC(=S)Nc2cccc(OC)c2)c(OCC)cc1NC(=O)c1ccc(C)cc1	0.1	7
Cc1ccc(-c2csc(N/N=C/c3ccco3)n2)c(C)c1	-0.8	3
CN(c1ccc(C(=O)NCc2ccncc2)cc1)S(C)(=O)=O	-1.8	26
Cc1cc(C)n2nc(CCc3ccccc3)nc2n1	0.0	16
O=C1CC(c2cc(F)ccc2F)c2cc3c(cc2N1)CCC3 (stereo unspecified)	2.0	12
CN1C(=O)C(=O)/C(=C(/O)c2ccc(Br)cc2)C1c1ccc(Cl)cc1 (stereo unspecified)	0.3	16
(list continues)
SMILES	STK33 inh	OX1R antag
COc1ccc(N(CC(=O)Nc2ccccc2C(=O)NCCc2ccccc2)S(C)(=O)=O)cc1OC	-1.7	15
O=C(COC(=O)c1ccncc1)NC(=O)C1CCCCC1	.	13
COc1ccccc1NC(=O)/C=C/C(N)=O	0.7	8
Cc1ccsc1/C=C1/SC(N2CCOCC2)=NC1=O	.	32
CCC[C@H](CN[C@@H](CNC)[C@H](C)O)NCCc1ccc(OC)cc1	-0.2	2
Cc1c(C(=O)NC(C)C)oc2c1-c1[nH]ncc1CC2	0.5	14
Cn1c(C(=O)N2CCCC(C(=O)N3CCN(C(=O)c4ccco4)CC3)C2)cc2sccc21 (stereo unspecified)	-0.7	16
CCN(c1ccccc1)S(=O)(=O)c1ccc(C(=O)N(CCCN(C)C)c2nc3cc4c(cc3s2)OCO4)cc1	-0.7	5
CCN(Cc1ccc(NC(C)=O)cc1)CC1CCCN(CCc2cccc(F)c2)C1 (stereo unspecified)	-0.8	.
Cc1cc(C)nc(N(C#N)Cc2ccc(Cl)cc2)n1	-0.6	10
CCC(=O)OC1(C)C(=O)C2=COC(c3ccc(OC)cc3)=CC2=C(Br)C1=O (stereo unspecified)	0.3	21
O=C(NCCc1ccccn1)c1cc(C(=O)C2CCCCC2)c[nH]1	-1.1	17
COC(=O)Cc1ccc(NC(=S)NCc2ccco2)cc1	-1.4	24
Cc1nn(C2CCS(=O)(=O)C2)c(Cl)c1/C=C/C(=O)OCC(=O)Nc1ccc2c(c1)OCO2 (stereo unspecified)	0.2	21
O=C(CN1C(=O)C2C3C=CC(C3)C2C1=O)NCCc1ccccc1Cl (stereo unspecified)	-0.6	21
O=C(Nc1ccccc1Cl)/C(Cl)=C(\Cl)S(=O)c1ccccc1 (stereo unspecified)	1.3	88*
CC1CCN(C(=O)Cc2nn(C)c(=O)c3ccccc23)CC1	2.6	14
Cc1nn(-c2ccccc2)c(C)c1/C=N\N1CCN(c2ccc(Cl)cc2)CC1	-1.9	9
CCCCOc1cc(NCc2ccccc2)c2ncn(C(C)C)c2c1	-0.6	24
Cc1nc(SCC(=O)Nc2c(C)n(C)n(-c3ccccc3)c2=O)n[nH]1	-1.2	8
CCCCN1Cc2c(nc3cc(-c4ccco4)[nH]n3c2=O)C1=O	2.7	13
CCOc1ccccc1/C=N/n1c(COc2ccccc2)n[nH]c1=S	0.7	-4
COc1ccc(CCNC(=O)c2cccc(C(=O)NCCc3ccc(OC)cc3)n2)cc1	0.3	9
CC(=O)N1N=C(c2ccc(Cl)cc2)OC12CCCC2	-1.4	-1
COc1ccc(CCNC(=O)Cn2nnc3ccccc3c2=O)cc1	-3.7	7
CC(=O)c1cc(CN2CCC(n3nccc3NC(=O)c3ccccc3Cl)CC2)cs1	0.3	5
Cc1oc2c(C)c(O)ccc2c(=O)c1-c1cnn(-c2ccccc2)c1	-2.2	8
O=C(CSc1ccc(-c2ccccn2)nn1)NCc1ccccc1	-0.1	9
Cc1nn(CC(=O)NCc2cccnc2)c(=O)c2ccccc12	-2.0	9
CCCN(C(=O)C1CSC2(C)CCC(=O)N12)c1c(N)n(Cc2ccccc2)c(=O)[nH]c1=O (stereo unspecified)	0.1	24

Pulled by compound from the list above:
SMILES	STK33 inh	OX1R antag
Cc1ccc(-c2csc(N/N=C/c3ccco3)n2)c(C)c1	-0.8	3
Cc1ccc2oc(C(=O)N(C)Cc3cnccn3)c(C)c2c1	0.9	20
COc1ccccc1C(CNc1ccc(S(=O)(=O)N2CCCC2)cc1[N+](=O)[O-])N(C)C (stereo unspecified)	-2.3	28

(more compounds)
SMILES	STK33 inh	OX1R antag
CC1CCN(CC(O)COC2CC(C)CC(C)(C)C2)CC1 (stereo unspecified)	-1.4	8
O=C(Nc1sc2c(c1C(=O)O)CCC2)c1ccccc1Cl	-1.0	32
CC(=O)n1cc(/C=N/NC(=O)c2sc(C)nc2C)c2ccccc21	-0.4	13
CC(=O)Nc1nc(-c2ccc(Cl)cc2)ns1	0.1	5
COc1ccc(-c2nc(C#N)c(NCCc3ccccc3)o2)cc1OC	0.5	33
CCOC(=O)Cc1csc(SCC(=O)c2c(N)n(CC(C)C)c(=O)n(C)c2=O)n1	-0.7	23
N/N=c1\sc2ccccc2n1-c1ccccc1	-2.1	18
O=C(O)c1cc(NC(=O)c2ccc3c(c2)C(=O)N(Cc2cccnc2)C3=O)cc(C(=O)O)c1	-2.0	15
N=c1c2c(ncn1Cc1ccco1)Oc1c(ccc3ccccc13)C2c1ccccc1 (stereo unspecified)	-0.7	21
Cc1ccn(C(=O)c2ccc(NC(=O)C3CCCCC3)cc2)n1	-0.2	1

Rows are unselected; overall some 1.8% were active at least once.
